# Pemphigus Ab inh = inhibitors of pemphigus antibody binding to DSG3, primary screen, biochemical, bead-based, flow cytometry, scFv-GFP; Desmoglein-3 (Homo sapiens), P32926; DSG3-coupled beads, scFv-anti-DSG3-GFP binding; hits give low values; binding (percent of control), % at 10 µM; 0.48% of 310,000 active; AID 588358, 2011;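 active means binding more than 3 SD below its plate's average and above zero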;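 further: hits lower antibody fragment binding to DSG3; some compounds called inactive have numbers as strong as hits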
# Target sequence (P32926 whole entry, looked up, the tested form may be a part): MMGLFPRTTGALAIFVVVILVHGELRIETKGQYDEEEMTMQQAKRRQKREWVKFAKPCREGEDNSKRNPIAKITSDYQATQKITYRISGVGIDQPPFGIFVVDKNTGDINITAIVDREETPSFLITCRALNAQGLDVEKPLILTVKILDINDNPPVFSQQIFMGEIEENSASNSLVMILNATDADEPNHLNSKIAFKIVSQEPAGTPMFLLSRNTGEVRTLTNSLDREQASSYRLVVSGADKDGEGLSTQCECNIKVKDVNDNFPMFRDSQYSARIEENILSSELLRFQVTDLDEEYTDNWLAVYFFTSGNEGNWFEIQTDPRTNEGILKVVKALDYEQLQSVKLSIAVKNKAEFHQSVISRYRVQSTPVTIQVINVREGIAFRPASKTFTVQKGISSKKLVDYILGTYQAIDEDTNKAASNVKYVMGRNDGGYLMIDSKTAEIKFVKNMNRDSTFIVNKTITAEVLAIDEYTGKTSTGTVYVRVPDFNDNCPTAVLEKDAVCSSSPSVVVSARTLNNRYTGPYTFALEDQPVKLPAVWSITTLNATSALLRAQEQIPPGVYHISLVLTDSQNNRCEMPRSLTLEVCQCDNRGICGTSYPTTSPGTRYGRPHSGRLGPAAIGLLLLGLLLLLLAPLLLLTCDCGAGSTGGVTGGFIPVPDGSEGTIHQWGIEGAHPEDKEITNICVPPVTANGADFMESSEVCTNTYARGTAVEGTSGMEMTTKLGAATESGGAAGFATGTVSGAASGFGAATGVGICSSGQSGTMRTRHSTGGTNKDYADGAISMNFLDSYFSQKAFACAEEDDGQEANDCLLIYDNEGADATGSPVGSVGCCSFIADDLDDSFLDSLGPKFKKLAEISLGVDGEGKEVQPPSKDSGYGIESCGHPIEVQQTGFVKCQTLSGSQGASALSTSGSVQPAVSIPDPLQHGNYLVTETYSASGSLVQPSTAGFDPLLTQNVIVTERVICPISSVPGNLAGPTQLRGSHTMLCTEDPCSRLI
# MOR-DOR ag = agonists of OPRM1-OPRD1 heterodimerization, primary screen, cell-based, luminescence; cells; activation, % at 9.3 µM; 0.3% of 340,000 active; AID 504326, 2011; in the data active means activation above about 18%;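 further: 0% = vehicle-treated cells and 100% = reference agonist; values of inactives mirror those of a sister screen read the other way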
# Ecoli viability = E. coli V3065 growth inhibition, primary screen, counter-screen for AddAB inhibitor project, absorbance, OD600 | inhibition, % at 11.9 µM | AID 449728, 2010 | 18 h | 0.27% of 330,000 active;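 active means inhibition above the campaign's mean inhibition across all tested compounds plus 3 SD, cut at about 9.9% in these data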;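 further: uninfected addAB+ strain grown without phage in ampicillin broth; 0% = DMSO wells and 100% = ciprofloxacin 0.95 µg/ml wells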
# SUMO Mot1 rescue = yeast Mot1-301 growth rescue at high temperature, primary screen, SUMOylation pathway inhibitor project, S. cerevisiae, ATP luminescence, 38.5C; 1% of 320,000 active; growth rescue, % at 18.8 µM; S. cerevisiae Mot1-301 growth rescue; percent above DMSO median, 100 means doubled;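 active means every valid replicate shows activation above 250% relative to neutral control wells; inactive means the rest, any valid replicate at or below 250%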;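 further: OY570 slx delta 5 strain wells were the positive control but not used for scaling; some compounds called inactive have numbers as strong as hits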
# HTR5A inv ctr = HTR5A inverse agonists in luminescence cell assay, primary screen, counter-screen for OPRM1-OPRD1 heterodimer inverse agonist project, full-deck HTS; 5-hydroxytryptamine receptor 5A (Homo sapiens), P47898; 0.083% of 340,000 active; AID 504634, 2011; inhibition, % at 9.3 µM; HTR5A cell line, inverse agonism; in the data active means inhibition mostly above about 23%, no sharp cut-off; inactive means mostly below about 18%;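 further: 0% = cells with DMSO and 100% = no-cell wells with DMSO; some compounds called inactive have numbers as strong as hits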
# HTR5A ag = HTR5A agonists in luminescence cell assay, primary screen, counter-screen for OPRM1-OPRD1 heterodimer agonist project, full-deck HTS | cell-based | AID 504692, 2011 | 0.61% of 340,000 active | 5-hydroxytryptamine receptor 5A (Homo sapiens), P47898 | activation, % at 9.3 µM; in the data active means activation mostly above about 9.5%, no sharp cut-off; inactive means mostly below about 7.6%;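 further: 0% = cells with vehicle only and 100% = reference agonist; strong numbers were not always called active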
# PKA-R1A act = activators of PKA-R1A holoenzyme, primary screen, biochemical, fluorescence polarization, Cy5-IP20, bovine R1A, mouse PKAc; PKA-R1A dissociation; scaled: DMSO 0%, 113 µM cGMP 100%; AID 504707, 2011; cAMP-dependent protein kinase type I-alpha regulatory subunit (Bos taurus) + …; activation, % at 11.4 µM; 0.083% of 340,000 active;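 active means percent activation above the mean of all tested compounds plus 3 SD, cut at about 19% in these data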;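 further: higher means more PKAc released from R1A so a rise in polarization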
# MOR-DOR inv ag = inverse agonists of MOR-DOR heterodimerization, primary screen, cell-based, luminescence; cell-based MOR-DOR heterodimer luminescence, inverse agonism; inhibition, % at 9.3 µM; Mu-type opioid receptor (Homo sapiens) + Delta-type opioid receptor (Homo sapiens), …; AID 504357, 2011; 0.21% of 340,000 active; in the data active means inhibition above about 22%, passing the limit was not always enough;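 further: 0% = cells with DMSO and 100% = wells without cells with DMSO; values of inactives mirror those of a sister screen read the other way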
# PfHsp90 set2 = growth inhibition of PfHsp90-expressing yeast, primary screen, antimalarial PfHsp90 inhibitor project, S. cerevisiae, BacTiter-Glo luminescence, single point, set 2; BacTiter-Glo ATP, 48 h; yeast lacking PDR1 and PDR3 efflux regulators; inhibition, % at 9.4 µM; 0.32% of 310,000 active; AID 504621, 2011;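 active means every replicate shows inhibition above about 80%, whatever the replicate mean, limit read from the data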;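 further: 0% = DMSO neutral controls and 100% = 20 µM radicicol positive controls; yeast relying on Plasmodium falciparum Hsp90 in place of its own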
# phage Ecoli inh = growth loss of phage-infected E. coli, primary screen, RecBCD inhibitor project, absorbance, with phage, HTS | inhibition, % at 11.9 µM | 0.26% of 360,000 active | AID 651602, 2012; in the data active means inhibition above about 11%
# AddAB inh = growth inhibition of E. coli expressing H. pylori AddAB, primary screen, AddAB inhibitor project, absorbance; AID 435030, 2010; inhibition, % at 11.9 µM; 0.29% of 330,000 active; in the data active means inhibition above about 12%;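 further: 0% = vehicle wells of infected cells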
# * = called active by the depositor; . = no result given.
SMILES,Pemphigus Ab inh,MOR-DOR ag,Ecoli viability,SUMO Mot1 rescue,HTR5A inv ctr,HTR5A ag,PKA-R1A act,MOR-DOR inv ag,PfHsp90 set2,phage Ecoli inh,AddAB inh
CN(CC(=O)Nc1cccc(F)c1)C(=O)CCNC(=O)c1ccco1,100,-1.2,1.1,-13,1,0,1,8,-38,2.6,1.0
Nc1cccc(NC(=O)CCC(=O)NCc2ccco2)c1,106,-3.1,0.6,4,2,-1,0,16,-13,-0.3,1.3
COc1ccc(Oc2nc(C(F)(F)F)nc3ccccc23)cc1,101,2.3,-0.9,-1,1,0,-2,-12,-3,2.5,3.6
CCS(=O)(=O)N1N=C(c2cccc(NS(C)(=O)=O)c2)CC1c1cccs1 (stereo unspecified),127,-1.7,2.5,32,-11,3,-10,8,10,1.7,1.9
COC(=O)[C@H](C)NC(=O)Nc1cccc(C(F)(F)F)c1,97,0.3,-1.9,.,2,-2,2,-2,-11,0.9,-2.9
Oc1ccccc1N1CCN(C(=S)NCCc2ccccc2)CC1,102,2.5,2.6,18,-5,2,-10,-13,14,6.6,4.0
Cc1cc(SCC(=O)c2ccc(Cl)cc2)nc(=O)[nH]1,108,-3.1,0.0,-16,3,-1,-8,15,3,0.5,0.8
COc1ccc(N2CC(C(=O)Nc3ccc(F)cc3F)CC2=O)cc1 (stereo unspecified),108,-2.0,0.7,70,-29,-1,6,11,10,1.6,-1.1
COc1ccc(CCNC(=O)CSc2nc3[nH]ncc3c(=O)n2-c2ccc(C)c(Cl)c2)cc1OC,101,-0.5,.,.,-3,1,-6,2,-14,3.0,.
COc1ccc(/C=C2\SC(=S)N(CCCC(=O)Nc3cccc(C(=O)O)c3)C2=O)cc1OC,89,-2.7,-2.0,139,0,3,0,14,8,1.4,0.3
O=C(C1CC1)N1CCc2cc(S(=O)(=O)N(CCO)Cc3ccccc3)ccc21,100,-2.5,-1.2,306,-13,4,-1,13,15,1.3,0.9
O=C(Cc1ccc(Cl)cc1)Nc1ccc(C(=O)N2CCCCC2)cc1,103,0.2,-0.2,9,-1,0,-7,-1,9,1.1,1.5
O=Cc1ccc(-c2ccc(F)cc2)o1,97,-1.4,2.5,14,7,-2,-1,7,-5,-0.2,1.1
COc1ccccc1OP(=O)(O)Oc1ccccc1OC,106,-1.5,-0.5,12,2,-1,2,7,2,1.3,-1.3
Cc1ccc(C)c(N(CC(=O)NN=C2CCN(C)CC2)S(=O)(=O)c2ccccc2)c1,97,4.4,-1.6,14,-9,1,0,-22,-15,1.7,2.9
CN(CC(=O)Nc1ccc(Cl)cc1)C(=O)CNC(=O)c1cccs1,90,-3.6,-0.7,32,-6,0,3,14,8,1.6,0.1
CCc1cccc(C)c1NC(=O)CSc1nc2ccncc2[nH]1,102,0.1,-1.4,1,8,0,3,-1,12,-0.2,-0.2
Cc1cc(-c2nc(C)c(-c3nnc(SCC(=O)Nc4ccc(Cl)cc4)n3C)s2)no1,84,.,2.5,-16,.,.,.,.,.,1.6,3.0
COC(=O)/N=C(/Cc1ccc(OC)cc1)c1ccc(OC)cc1,102,-0.3,1.1,-13,-1,1,4,2,-12,2.7,-1.4
Cc1cc(C)c(NS(=O)(=O)c2ccccc2)c(C)c1NS(=O)(=O)c1ccccc1,93,-1.6,.,.,-3,1,6,8,-3,2.2,.
CCSc1nnc(NC(=O)CCNS(=O)(=O)c2ccccc2F)s1,110,0.6,0.6,-7,-5,-1,-5,-4,-1,3.2,1.7
COc1c(C(=O)Nc2ccc(Br)cn2)ccc2ccccc12,96,0.2,-0.6,1,-6,2,-2,-1,5,-1.3,-1.3
Cc1nc(-c2ccc(S(=O)(=O)N3CCN(c4ccccc4)CC3)cc2)co1,.,-2.1,1.6,-1,-4,3,5,11,11,4.5,0.5
CC1CCC(NC(=O)CNC(=O)c2cccs2)CC1 (stereo unspecified),103,-0.8,-1.4,7,1,2,5,4,13,1.6,1.5
O=C1CCC(=O)N1CCSC(=S)N1CCOCC1,108,-0.3,0.2,51,12,4,-5,2,65,3.0,2.1

# Sorted by count of non-hydrogen atoms (lowest first): some entries from above
SMILES,Pemphigus Ab inh,MOR-DOR ag,Ecoli viability,SUMO Mot1 rescue,HTR5A inv ctr,HTR5A ag,PKA-R1A act,MOR-DOR inv ag,PfHsp90 set2,phage Ecoli inh,AddAB inh
O=Cc1ccc(-c2ccc(F)cc2)o1,97,-1.4,2.5,14,7,-2,-1,7,-5,-0.2,1.1
O=C1CCC(=O)N1CCSC(=S)N1CCOCC1,108,-0.3,0.2,51,12,4,-5,2,65,3.0,2.1
COC(=O)[C@H](C)NC(=O)Nc1cccc(C(F)(F)F)c1,97,0.3,-1.9,.,2,-2,2,-2,-11,0.9,-2.9
CCc1cccc(C)c1NC(=O)CSc1nc2ccncc2[nH]1,102,0.1,-1.4,1,8,0,3,-1,12,-0.2,-0.2
CCSc1nnc(NC(=O)CCNS(=O)(=O)c2ccccc2F)s1,110,0.6,0.6,-7,-5,-1,-5,-4,-1,3.2,1.7
O=C(C1CC1)N1CCc2cc(S(=O)(=O)N(CCO)Cc3ccccc3)ccc21,100,-2.5,-1.2,306,-13,4,-1,13,15,1.3,0.9
Cc1ccc(C)c(N(CC(=O)NN=C2CCN(C)CC2)S(=O)(=O)c2ccccc2)c1,97,4.4,-1.6,14,-9,1,0,-22,-15,1.7,2.9
COc1ccc(/C=C2\SC(=S)N(CCCC(=O)Nc3cccc(C(=O)O)c3)C2=O)cc1OC,89,-2.7,-2.0,139,0,3,0,14,8,1.4,0.3
COc1ccc(CCNC(=O)CSc2nc3[nH]ncc3c(=O)n2-c2ccc(C)c(Cl)c2)cc1OC,101,-0.5,.,.,-3,1,-6,2,-14,3.0,.

# Going on with the list.
SMILES,Pemphigus Ab inh,MOR-DOR ag,Ecoli viability,SUMO Mot1 rescue,HTR5A inv ctr,HTR5A ag,PKA-R1A act,MOR-DOR inv ag,PfHsp90 set2,phage Ecoli inh,AddAB inh
COCc1cc(=O)[nH]c2c1c(-c1ccccc1)nn2C,103,-1.6,-1.0,-10,-4,-2,0,8,-6,0.5,1.6
O=C(O)c1ccc(COc2ccccc2/C=C2/NC(=O)N(c3cccc(Cl)c3)C2=O)cc1,.,-2.5,0.4,-2,-2,-2,2,13,5,3.0,1.3
COc1ccccc1C(=O)NCC(=O)N/N=C/c1cc(Br)ccc1OCc1ccccc1,85,-2.0,-0.8,0,2,1,-15,10,6,3.0,4.0
O=C(CN(c1ccc(Cl)cc1)S(=O)(=O)c1ccc(Cl)c([N+](=O)[O-])c1)NCCc1ccccc1,98,-1.2,-1.1,8,4,-2,-8,6,4,-0.9,0.3
O=C(COc1ccccc1)N1CCN(c2nnc(-c3ccccc3)c3ccccc23)CC1,.,-0.6,0.7,14,3,-1,4,3,.,-0.9,1.1
N/C(=N\OC(=O)c1cc(-c2ccccc2)nc2ccccc12)c1cccnc1,127,-2.6,1.7,-8,-6,7,-1,14,-6,3.6,2.8
COc1cc2c(cc1OC)C(c1ccc(-c3cc(Cl)ccc3Cl)o1)=NCC2,95,1.3,0.8,105,-21,-2,-2,-7,-17,.,-0.3
CN(C)C(=O)/C(=C\c1ccncc1)NC(=O)c1ccccc1,87,-2.9,3.1,1,7,4,2,14,-3,4.6,5.6
CCN(CC)S(=O)(=O)c1cccc(C(=O)Nc2cccnc2)c1,123,-3.0,1.3,3,-10,-3,-4,17,.,4.0,-0.9
Cc1ccc(S(=O)(=O)CC(C)N2CCOCC2)c(S(=O)(=O)CC(C)N2CCOCC2)c1 (stereo unspecified),100,-3.0,-1.9,0,12,-5,1,14,.,0.2,-1.0
O=C(c1ccccc1)N1N=C(c2ccccc2)CC1c1ccccc1[N+](=O)[O-] (stereo unspecified),105,-0.8,-1.3,7,-11,3,-3,4,13,0.1,2.7
O=C(CNC(=O)c1cccs1)c1ccc(Cl)cc1,99,-1.9,1.8,4,-16,1,1,10,-15,1.5,0.9
O=C(NC1CCCCC1)C(c1cccnc1)N(C(=O)c1csnn1)C1CCCC1 (stereo unspecified),115,-2.3,-0.4,-14,-12,2,-4,13,10,0.5,0.6
CCN(CC)C(=O)c1sc(NC(=O)c2ccc(Br)o2)c(C(=O)OC)c1C,107,-0.7,-3.1,-25,-7,4,-6,4,-51,2.8,2.8
COCC(C)NC(=O)c1ccc(N(C)C)cc1 (stereo unspecified),100,-2.0,0.0,-9,0,-3,-9,10,-1,-0.2,3.1
c1cnc(N2CCN(Cc3c[nH]c4ccccc34)CC2)nc1,92,0.4,-1.4,-16,-9,2,-7,-2,0,3.3,-3.3
CSc1ccc(C(=O)C2CCCN(C(=O)c3nonc3C)C2)cc1 (stereo unspecified),117,-2.8,1.4,-18,6,-1,-7,9,5,0.2,4.2
Cc1c(C(C)C)c(=O)n(-c2ccc(S(=O)(=O)N3CCOCC3)cc2)n1C,105,-0.9,-0.8,9,-12,-12,9,4,14,3.7,2.2
O=C(Nc1ccc(NC(=O)C2CC2)nc1)c1cccc(F)c1,.,-2.3,2.3,14,2,-2,1,12,14,3.2,-0.7
CCOc1ccccc1C(=O)NCCC(=O)O,98,-1.4,1.0,52,-14,2,-4,8,5,1.9,1.3
COc1ccc(NC(=O)Nc2ccc(F)c(F)c2)c(OC)c1,100,-0.5,2.2,-16,-12,3,-7,2,13,2.5,0.8
CCCn1nc(C(=O)N2CCc3ccccc3C2)c2ccccc2c1=O,112,-0.7,-1.9,-16,-11,8,-4,3,6,0.2,2.4
CCOCCCNC(=S)Nc1ccc(S(N)(=O)=O)cc1,127,-2.6,-2.2,.,16,2,0,14,0,5.1,-1.2
COc1ccc(CNC(=O)CCn2c(=O)c3cccn3c3ccc(F)cc32)cc1,101,-3.4,0.4,-16,2,-1,-5,17,-8,2.0,2.0
Nc1nnc(SCC(=O)OCC(=O)NC2CCCCC2)s1,104,-2.0,0.9,0,-24,4,-9,11,3,1.4,2.3
CNCCCOc1ccc(C)cc1OC,112,-2.1,-1.3,4,-19,7,-5,11,9,4.9,2.1
COCc1cc(=O)oc2cc(NC(=O)c3ccc(C(C)(C)C)cc3)ccc12,86,0.4,-0.5,-11,0,0,-3,-2,6,.,-1.4
O=c1/c(=C\c2cccc(O)c2)sc2nc(-c3ccccc3)c(-c3ccccc3)n12,92,3.9,0.6,6,-7,2,6,-20,-152,-5.3,2.9

# Screening data deposited in PubChem by several laboratories.
